BH1578 lux ind: inducers of Vibrio cholerae quorum light production without autoinducers, primary screen, BH1578 luxS cqsA deficient, single point. activation, % at 18.7 µM. AID 588436, 2011. V. cholerae BH1578 lux reporter, luminescence, 6 h. actives 0.16% (n = 350,000); in the data active = activation mostly above about 9.7%, no sharp cut-off; inconclusive = no clear call, values can overlap the other calls; inactive = mostly below about 3.7%; note: not every result past the cut was called active; inactives centre near 0; reference of the scale not given here
SARS 3CLpro inh: SARS-CoV 3CLpro protease inhibitors, primary screen, biochemical, quenched FRET; recombinant SARS-CoV 3CLpro, quenched FRET peptide cleavage; inhibition, % at 6 µM; actives 0.14% (n = 290,000); AID 1706, 2009; in the data active = inhibition above about 12%
Y pestis TopoI: Yersinia pestis topoisomerase I inhibitors, primary screen, biochemical, cleavage product accumulation, plate reader, single point; DNA topoisomerase I (Yersinia pestis CO92); Y. pestis Topo-I cleavage product accumulation; activity, % at 10 µM; actives 0.064% (n = 360,000); AID 504884, 2011; in the data active = activity above about 50%, passing the limit was not always enough; inconclusive = no clear call, values can overlap the other calls; note: inactives centre near 2
PfHsp40 yeast: rescue of yeast from PfHsp40 toxicity, primary screen, S. cerevisiae, ATP luminescence; S. cerevisiae expressing PfHsp40, growth rescue; growth rescue, % at 12.5 µM; actives 0.68% (n = 340,000); in the data active = growth rescue above about 28%, passing the limit was not always enough; inconclusive = no clear call, values can overlap the other calls;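 note: yeast W303a lacking pdr1 and pdr3 grown in galactose medium; growth measured after three days at 30 °C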
Anthrax LF prot: Bacillus anthracis LF protease inhibitors, primary screen, biochemical, multiplex microsphere, MLPCN library | actives 0.12% (n = 360,000) | Lethal factor (Bacillus anthracis), P15917 | inhibition, % at 10 µM | multiplex microsphere protease cleavage assay; note: plate controls were buffer without enzyme for full effect and enzyme alone for no effect
Target sequence (P15917 whole entry, looked up): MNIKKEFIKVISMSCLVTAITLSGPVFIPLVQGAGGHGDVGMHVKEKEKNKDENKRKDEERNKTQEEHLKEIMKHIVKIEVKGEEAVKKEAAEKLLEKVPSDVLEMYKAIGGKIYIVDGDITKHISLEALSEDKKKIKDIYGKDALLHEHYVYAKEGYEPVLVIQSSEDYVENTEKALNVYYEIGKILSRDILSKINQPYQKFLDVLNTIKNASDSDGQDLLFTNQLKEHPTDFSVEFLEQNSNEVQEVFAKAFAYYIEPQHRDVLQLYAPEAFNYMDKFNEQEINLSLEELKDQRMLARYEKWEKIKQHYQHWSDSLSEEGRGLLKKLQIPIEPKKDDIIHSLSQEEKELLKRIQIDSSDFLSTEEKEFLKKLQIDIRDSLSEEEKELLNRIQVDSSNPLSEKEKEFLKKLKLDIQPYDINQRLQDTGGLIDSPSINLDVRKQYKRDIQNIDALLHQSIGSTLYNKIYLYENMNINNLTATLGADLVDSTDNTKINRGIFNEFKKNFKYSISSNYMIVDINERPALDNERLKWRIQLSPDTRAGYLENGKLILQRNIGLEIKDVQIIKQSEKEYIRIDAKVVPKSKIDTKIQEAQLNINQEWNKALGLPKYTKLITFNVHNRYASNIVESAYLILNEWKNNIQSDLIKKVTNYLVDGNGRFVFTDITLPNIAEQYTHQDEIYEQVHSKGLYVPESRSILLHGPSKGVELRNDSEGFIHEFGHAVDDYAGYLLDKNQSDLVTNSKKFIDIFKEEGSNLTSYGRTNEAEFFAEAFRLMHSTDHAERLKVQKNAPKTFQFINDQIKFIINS
BoNT-A LC inh2: BoNT/A light chain protease inhibitors, primary screen, biochemical, flow cytometry, MLPCN library. Botulinum neurotoxin type A light chain protease (Clostridium botulinum A str. ATCC 3502). multiplex microsphere protease substrate cleavage. inhibition, % at 10 µM. actives 0.17% (n = 360,000); note: plate controls were buffer without enzyme for full effect and enzyme alone for no effect
PriA SSB inh: inhibitors of Klebsiella pneumoniae PriA binding to SSB C-terminal tail, primary screen, biochemical, AlphaScreen. AID 1272365, 2023. AlphaScreen SSBct-PriA binding, biotinylated peptide. inhibition, % at 33 µM. actives 0.6% (n = 430,000). PriA–SSB C-terminal tail interaction (Klebsiella pneumoniae); in the data active = inhibition mostly above about 37%, no sharp cut-off; inactive = mostly below about 20%;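 note: plate controls were negative control peptide for no effect and reference peptide for full effect; strong numbers were not always called active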
TcdB inh: TcdB glycohydrolase inhibitors, primary screen, biochemical, single point, plate reader. AID 652162, 2013. inhibition, % at 9.99 µM. TcdB glycohydrolase enzymatic assay. Toxin B (Clostridioides difficile), P18177. actives 0.24% (n = 350,000); in the data active = inhibition above about 10%
PrPC surface inh: inhibitors of human cell surface prion protein PrPC, primary screen, cell-based, TR-FRET; Major prion protein (Homo sapiens), P04156; TR-FRET read-out; inhibition, % at 13.8 µM; actives 0.43% (n = 370,000); AID 720596, 2013; in the data active = inhibition above about 24%; note: 0% = median of the test wells and 100% = reference compound wells
Active calls of the source: *; i = inactive; ? = inconclusive; . = no result given; & = joins results of further samples. Cut-off read from the data, not from the text of the source, unless noted: active = inhibition above about 30%; inconclusive = no clear call, values can overlap the other calls; inactive = below that. These rows are one share of the data; the hit share may differ from the screen's.

mol	BH1578 lux ind	SARS 3CLpro inh	Y pestis TopoI	PfHsp40 yeast	Anthrax LF prot	BoNT-A LC inh2	PriA SSB inh	TcdB inh	PrPC surface inh
Cc1ccc(-c2cc(C(=O)N3CCc4ccccc4C3)[nH]n2)cc1C	-0.4	-3	14	3.3	-1	0.6	0	1.3	5
Cc1ccc(OCCNC(=O)c2cccc(S(=O)(=O)NCc3ccccc3)c2)cc1	i	.	27	1.1	-1	1.3	-11	1.3	23
CC1=C(c2ccc(C)cc2)S(=O)(=O)N(CC(=O)O)C1=O	-3.3	-7	3	-1.7	1	-0.7	2	.	-1
C=C1CC(C(=O)N/N=C/c2ccccc2)C1	-0.2	1	4	-2.0	0	-0.4	.	0.6	4
CCN(CC)S(=O)(=O)c1ccc(O)c(C(=O)OCC(=O)N2c3ccccc3CC2C)c1 (stereo unspecified)	-0.4	-2	12	0.8	-4	-0.1	-7	1.4	7
O=C(COC(=O)c1cccs1)NC12CC3CC(CC(C3)C1)C2	-0.3	3	3	-1.2	0	0.2	-8	0.9	4
C=C(C)C1CC=C(C)/C(=N/NC(=O)CNc2ccc(C)cc2C)C1 (stereo unspecified)	-0.2	5	12	-0.7	-1	-0.6	.	.	2
COc1ccccc1-c1nn2c(C(F)(F)F)nnc2s1	-0.7	-1	-4	1.1	7	0.2	-11	.	-3
O=C(NC1CCCC1)c1cc(-c2ccccc2)on1	-0.8	-5	10	-0.3	-1	0.3	-10	2.7	11
CCC(C)NC(=O)Cn1cnc2sc(C)c(S(=O)(=O)N3CCN(c4ncccn4)CC3)c2c1=O (stereo unspecified)	i	5	8	0.3	-6	-0.7	6	-0.1	7
O=C(OCC(=O)c1ccc[nH]1)c1ccc(S(=O)(=O)C(F)F)cc1	-0.4	.	0	.	-3	-0.6	.	0.2	-4
Cn1c(=O)cc(OCC(=O)N2CCCc3ccccc32)c2ccccc21	-1.0	5	2	0.5	1	-1.8	-11	.	-3
COc1ccc(N(C(=O)c2cccnc2)S(=O)(=O)c2ccc3c(c2)n(C)c(=O)n3C)cc1	i	3	1	0.4	1	-0.3	4	.	0
CSCCC(NC(N)=O)C(=O)Nc1cccc(C#N)c1 (stereo unspecified)	-0.4	3	5	-0.3	-7	0.5	-31	1.0	6
O=C(NC1CCCCC1)C(c1ccncc1)N(C(=O)c1csnn1)c1ccc(F)cc1 (stereo unspecified)	-0.7	1	-3	0.4	-4	-2.4	-7	-0.2	4
O=C(CN1CCCc2ccccc21)NC(=O)NCc1ccco1	i	1	0	1.9	-4	-1.0	-16	.	-4
CCOC(=O)c1csc(NC(=O)CSc2nnc(C3CC3)n2C)n1	-0.3	0	10	-0.8	6	-0.4	-2	.	-6
CCN1/C(=C/c2ccc3cc(C)ccc3[n+]2CC)Sc2ccc3sccc3c21	-5.5	.	1	0.2	-71	49*	1	.	.
COc1ccc(C(=O)COC(=O)C(CCSC)NC(=O)COc2ccccc2)c(OC)c1 (stereo unspecified)	i	1	40	3.2	-2	-3.0	1	0.6	-4
Cc1cc(C)n2c3c(c(C#N)c2n1)CCCC3	1.1	-5	-4	0.2	3	-1.5	0	.	-5
NC(=O)C1CCN(C(=O)CCSc2ccccc2)CC1	i	6	1	-0.2	0	-0.8	-1	.	-4
COc1ccc2[nH]c3c(c2c1)CCN1C(=O)N([C@@H](C)C(=O)NCC2CCCO2)C(=O)[C@]31C (stereo partly specified)	-0.4	6	-3	-2.1	-8	-0.5	-9	0.3	0
O=C(/C=C/Nc1cccc([N+](=O)[O-])c1)c1ccco1	i	-1	-6	1.4	10	10	.	.	-9
COc1ccc(-c2cc(NC=O)c3ncc(-c4cccc(C(=O)N(C)C)c4)n3c2)cn1	i	.	12	.	-5	-1.1	.	-3.4	-11
COc1ccccc1C(=O)NNC(=O)C(=O)NCc1ccccc1	-0.2	0	-12	-0.4	-1	-0.5	-12	-1.9	0
O=C(CSc1nncc2ccccc12)Nc1ccc(C(=O)O)cc1	-0.4	4	-4	-0.6	-2	-2.9	-13	-0.3	6
CC(C)(C)c1nc2scc(-c3ccc(Br)cc3)c2c(=O)o1	-5.6	-4	2	1.0	1	-0.1	1	0.0	1
O=C(O)CC1=C(O)C(=O)N(c2ccccc2)C1c1ccc(Br)cc1 (stereo unspecified)	i	-1	-1	-0.5	-3	-0.2	-3	.	-6
CC1Cc2ccccc2N1C(=S)NC(=O)c1cccc(Br)c1 (stereo unspecified)	-3.3	-2	-1	146*	2	5.4	15	.	4
COc1cc(OC)cc(C(=O)Nc2cccnc2)c1	-0.8	1	-6	-0.7	1	0.2	2	0.9	-4

Overlap with the part before: 2 compounds, then new ones.
mol	BH1578 lux ind	SARS 3CLpro inh	Y pestis TopoI	PfHsp40 yeast	Anthrax LF prot	BoNT-A LC inh2	PriA SSB inh	TcdB inh	PrPC surface inh
CC1Cc2ccccc2N1C(=S)NC(=O)c1cccc(Br)c1 (stereo unspecified)	-3.3	-2	-1	146*	2	5.4	15	.	4
COc1cc(OC)cc(C(=O)Nc2cccnc2)c1	-0.8	1	-6	-0.7	1	0.2	2	0.9	-4
CCOc1ccccc1Oc1c(C)oc2cc(OC(=O)N3CCOCC3)ccc2c1=O	.	-1	4	-0.3	-3	0.0	6	0.9	-5
O=C(CC12CC3CC(CC(C3)C1)C2)NC(=S)NCc1ccccc1	-0.7	-1	13	-0.8	-1	-0.7	3	.	-3
CC(OC(=O)CCc1cc(C(C)(C)C)c(O)c(C(C)(C)C)c1)C(=O)NC1CC1 (stereo unspecified)	-0.4	.	12	2.8	.	.	-1	1.2	2
COc1ccc([N+](=O)[O-])cc1NC(=O)Cc1ccccc1Cl	-0.3	6	3	3.1	1	0.2	-3	.	-16
C=CCSc1nnc(CSc2nc3sc4c(c3c(=O)[nH]2)CCCC4)n1-c1ccccc1	i	5	?	3.1	-9	-0.1	7	.	9
Cn1ncc2c(N3CCOCC3)ncnc21	-0.5	-4	3	1.8	-2	-0.4	-35&-14	.	-2
COc1ccccc1-c1cc(-c2ccc(O)cc2)nc(N)c1C#N	i	-2	-3	3.6	-9	2.9	-7	2.0	-3
COc1ccc(C#Cc2c(C=O)n(C)c3ccccc23)cc1	i	.	8	-0.9	12	13	-30	0.7	-6
COc1ccc(C(=O)C(C)N(C(=O)c2ccc(Cl)cc2Cl)N2C(=O)C3C4C=CC(C4)C3C2=O)cc1 (stereo unspecified)	-3.7	-7	3	3.9	-4	-0.4	15	.	-10
COc1cc2c(c(OC)c1OC)C(c1ccc(O)cc1)CC(=O)O2 (stereo unspecified)	i	.	0	-1.3	-8	-0.2	-1	0.3	-3
CCOC(=O)C1=C(O)C(=O)NC(c2ccccc2)=C(OC2CCCCC2)C1	-0.4	2	5	-0.3	-2	-1.2	0	2.1	-7
COc1ccc(N(Cc2cc3ccc(C)cc3[nH]c2=O)C(C)=O)cc1	i	-1	6	-0.6	-4	-0.1	-14	.	4
Nc1ccccc1C(=O)C[C@H](N)C(=O)O	-0.2	.	2	2.0	-5	0.0	-19	1.7	-9
Cn1c(SCc2nc3ccccc3[nH]2)nnc1-c1cnccn1	i	1	7	-1.4	-1	0.2	-9	.	2
S=C(Nc1cccnc1)NC1CCCCCCC1	i	5	-1	-1.1	-1	0.3	7	.	-1
Cc1onc(-c2ccccc2)c1NC(=O)Nc1ccc(OC(F)F)cc1	i	4	-11	.	.	.	-2	1.5	7
CCOc1ccc(NC(=O)CC(C)S(=O)(=O)c2ccc3c(c2)NC(=O)CO3)cc1 (stereo unspecified)	2.9	4	-7	-0.3	1	-2.3	-15	1.0	-1
CC(=O)N1CCN(CCN=Cc2c(O)n(-c3ccc(F)cc3)c(=S)[nH]c2=O)CC1	-0.3	-1	3	1.0	-3	0.6	18	0.5	-4
COc1ccc(OC)c(NC(=O)c2ccc3c(c2)CCN3S(C)(=O)=O)c1	i	1	5	0.9	12	-3.3	-8	2.8	6
O=C(CCCCCCC(=O)c1ccccc1)c1ccccc1	i	2	5	-0.1	-5	0.3	-9	0.9	2
CC(C)OCCCNC(=O)Cc1ccc(Br)cc1	-0.3	-2	3	-0.1	-2	0.0	-2	.	3
CCOc1ccc(-c2nnc3ccc(SCC(=O)Nc4cc(C)on4)nn23)cc1	-0.9	5	7	0.0	-1	0.3	-4	0.8	2
Cc1ccc(CCN2C(=O)CCC2(C)C(=O)NCc2cccnc2)cc1 (stereo unspecified)	-0.4	0	-5	-0.3	-1	-1.6	-12	.	-3
COc1cc(OC)cc(C(=O)Nc2cccc(NC(=O)c3cccs3)c2)c1	-2.5	.	-5	.	4	-0.4	.	1.1	1
Cc1ccc(S(=O)(=O)N2CCN(C(=O)c3cc4c(s3)CCCC4)CC2)c(C)c1	i	.	34	1.0	-1	0.2	2	0.7	-6
O=C(Nc1cccc(Cl)c1)Nc1nnc(-c2ccncc2)s1	3.4	-4	14	-0.6	1	-0.1	-8	0.1	12
CCN(CC(=O)Nc1ccc(NC(C)=O)cc1)C(=O)c1cccc(N2C(=O)c3ccccc3C2=O)c1	0.4	.	1	0.4	-4	-0.3	-4	-0.1	-7
O=C1NCCN(Cc2cccc(Oc3ccccc3)c2)C1CC(=O)N1CCCCO1 (stereo unspecified)	.	1	26	0.1	1	-0.5	-2	0.2	-4
CCNC(=S)N/N=C/c1ccc(OCc2ccc(C(=O)OC)cc2)cc1	-0.7	-3	-1	0.9	4	-0.4	.	.	8
CCCCN(CC)CCCNC(=O)c1cc2cc3ccc(OC)cc3nc2o1	-0.8	-3	4	0.7	3	1.1	-1	.	-30
Cc1ccc(S(=O)(=O)NCc2ccc(C(=O)N3CCN(c4ccccc4)CC3)cc2)cc1	i	1	15	0.3	-4	0.4	4	2.4	-13
CCOc1cc2[nH]c(=O)n(Cc3ccccc3)c(=O)c2cc1OCC	-0.5	-6	2	-1.0	4	0.0	-5	.	4
Cc1ccc(O)c(-c2cc(C(F)(F)C(F)F)nc(-c3ccccc3)n2)c1	0.5	-3	0	-0.4	1	0.5	0	.	-7
CCN(CC)S(=O)(=O)c1ccc(NC2CCN(Cc3ccccc3)CC2)nc1	-0.4	0	20	-0.2	-3	-3.4	2	-1.2	-4
COc1cc(CN2CCC(Cc3ccccc3)CC2)cc(OC)c1OC	i	2	-3	0.8	4	-2.8	-2	0.7	5
Cc1ccc(NC(=O)C(C)N2CCN(C)CC2)cc1S(=O)(=O)N1CCOCC1 (stereo unspecified)	0.7	.	-4	-1.0	4	0.5	-7	0.9	2
CCC(C)NC(=O)c1ccc(NC(=O)C2=C(C)OCCS2)cc1 (stereo unspecified)	i	-5	-2	-1.4	4	-1.1	6	-0.5	0
CCOC(=O)c1[nH]nc(N)c1NC(=O)c1ccc(Cl)cc1Cl	-7.7	-4	5	-1.6	-3	-0.9	-7	.	-2
O=C(Cn1cccc1)NCc1cccs1	i	0	-4	0.3	-2	0.6	1	.	2

Source: PubChem BioAssay (several laboratories)
